LYP inhibition = PTPN22 lymphoid phosphatase activity blockers – biochemical, fluorescence intensity, uHTS (AID 1779). recombinant LYP phosphatase, fluorescence intensity; higher % means a stronger effect. hit rate 0.054% among 290,000. one-dose inhibition, % at 11.5 µM; IC50 in µM for titrated hits; in the data active = inhibition above about 50%;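 note: plate controls were vehicle with enzyme for no effect and no enzyme for full effect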
NS5 inhibitors = flavivirus cap methylation enzyme inhibition – biochemical, confirmation dose response, primary screen (AID 588689); one-dose inhibition, % at 25 µM; IC50 in µM for titrated hits; hit rate 0.3% among 340,000; Dengue-2 NS5 methyltransferase capping enzyme assay, biochemical; higher % means a stronger effect; in the data active = a potency from the dose series; inconclusive = inhibition above about 29% without an active follow-up result
UTI89 phage lysis = protection from phage-mediated lysis, alamar blue read-out – E. coli UTI89, K1F phage, bacterial capsule biogenesis inhibitors (AID 488966); E. coli UTI89 K1F phage lysis, alamar blue, 2 h; higher % means a stronger effect; inhibition, % at 100 µM, or IC50 in µM where a hit was titrated; hit rate 0.02% among 340,000;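 active = phage lysis inhibition, versus mean bacterial control, above a set limit; inconclusive = no clear call, values can overlap the other calls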;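 note: capsule biogenesis inhibitors block K1F phage lysis so surviving cells raise fluorescence; higher fluorescence means more inhibition of phage lysis; actives were called in the ten point dose series up to 300 µM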
NTR1 agonist = agonists of NTR1, primary screen, imaging, U2OS cells, beta-arrestin-GFP, high content (AID 493036) | P30989 | NTR1-U2OS beta-arrestin-GFP spot imaging, agonist mode | hit rate 0.17% among 330,000 | activation, % at 20 µM;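 active = activation at or above 40% of the spot to cytoplasm intensity ratio, with at least 20 cells analyzed; inconclusive = wells under 20 cells, flagged as cytotoxic or low count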;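 note: 0% = DMSO without peptide and 100% = 100 nM NTR1 peptide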
Target sequence (P30989 whole entry, looked up): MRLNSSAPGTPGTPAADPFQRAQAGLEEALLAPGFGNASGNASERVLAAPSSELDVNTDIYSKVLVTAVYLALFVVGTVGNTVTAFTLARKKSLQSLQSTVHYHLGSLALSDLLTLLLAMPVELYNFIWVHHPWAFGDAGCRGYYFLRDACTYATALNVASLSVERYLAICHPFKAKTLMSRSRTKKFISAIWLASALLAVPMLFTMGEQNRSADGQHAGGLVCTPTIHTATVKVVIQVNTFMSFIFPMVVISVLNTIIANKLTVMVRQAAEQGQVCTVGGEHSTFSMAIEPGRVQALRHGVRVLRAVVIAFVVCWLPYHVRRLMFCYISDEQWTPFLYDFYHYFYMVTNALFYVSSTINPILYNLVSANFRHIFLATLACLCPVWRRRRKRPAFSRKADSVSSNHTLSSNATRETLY
AID2073 = disruptors of CaV2.2 binding to Mint1 – biochemical, HTRF (AID 2073) | HTRF protein-protein interaction, Mint1-CaV2.2; higher % means a stronger effect | inhibition, % at 20 µM, or IC50 in µM where a hit was titrated | hit rate 0.19% among 290,000; in the data active = inhibition mostly above about 51%, no sharp cut-off; inconclusive = no clear call, values can overlap the other calls; inactive = mostly below about 53%; note: some results filed as inactive read as strong as hits
GPR35 arrestin U2OS = inhibition of zaprinast-stimulated GPR35 beta-arrestin translocation – imaging, U2OS, beta-arrestin-GFP, zaprinast agonist, primary screen (AID 2058); U2OS GPR35 beta-arrestin-GFP translocation imaging, zaprinast antagonism; higher % means a stronger effect; one-dose inhibition, % at 10 µM; IC50 in µM for titrated hits; hit rate 0.052% among 290,000;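 active = inhibition of at least 50% with at least 30 cells and total cytoplasm GFP at most 10,000,000; inconclusive = under 30 cells or total GFP of 10,000,000 plus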
RSV CPE inhibition = RSV antiviral activity via CPE protection, HEp-2 cells, primary 10 µM value included (AID 2391) | HEp-2 cells, RSV-induced CPE inhibition; higher % means a stronger effect | one-dose CPE inhibition, % at 10 µM; IC50 in µM for titrated hits | hit rate 0.13% among 310,000; in the data active = a potency from the dose series; inconclusive = CPE inhibition mostly from about 23% at the one dose, without a potency; inactive = the rest, 99 in 100 with CPE inhibition below about 21%; note: strong numbers were not always called active
WT yeast gro inh = growth inhibition of WT yeast, mitochondrial fusion screen; mitochondrial fusion phenotypic screen, WT strain; inhibition, % at 10 µM; hit rate 2.1% among 190,000; AID 1362; in the data active = inhibition above about 58%; tested in S. cerevisiae
Autophagy HCS = modulators of autophagy; MEF GFP-LC3 puncta imaging; test concentration mostly 10 µM; calls only at 10 µM (by protocol); hit rate 0.98% among 190,000;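 active = percentage of spot-positive cells more than 3 SD above its plate mean, without a fluorescence outlier flag or 80% toxicity; inconclusive = no clear call, values can overlap the other calls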;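 note: spot-positive cell cutoff set from DMSO-treated cells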
WT yeast gro inh mutant strain = recorded beside WT yeast gro inh, whose call it bears; inhibition, %; mitochondrial fusion phenotypic screen, mutant strain inhibition
Autophagy HCS cell loss 18 h = recorded beside Autophagy HCS, whose call it bears; toxicity, %; measured here: cell loss, nuclei count;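 cell loss after 18 h compound exposure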
NTR1 agonist cell count 20 µM = further read-out of NTR1 agonist, marked with its call; cell count; measured here: cell count, cytotoxicity flag
NS5 inhibitors pilot replicate = also measured in NS5 inhibitors; calls as there; inhibition, %; measured here: pilot screen replicate inhibition
Starred values were filed as active, the others as inactive; i = inactive; ? = inconclusive; nt = not tested or not shown; [ ] = dose if it differs, or a comment. Outcome played no part in choosing rows (roughly 2.6% active in at least one column).

SMILES | LYP inhibition | NS5 inhibitors | UTI89 phage lysis | NTR1 agonist | NTR1 agonist cell count 20 µM | AID2073 | GPR35 arrestin U2OS | RSV CPE inhibition | WT yeast gro inh | WT yeast gro inh mutant strain | Autophagy HCS | Autophagy HCS cell loss 18 h | others
COc1ccc(N2CC(C(=O)Nc3nnc(C4CCCCC4)s3)CC2=O)cc1 (stereo not given) | 2% | 3% | -0.3% | 0.4 | 55 | 6% | 0% | 2.8% | nt | nt | nt | nt
COC(=O)C(C(=O)OC)=C(/C=C/C=C/N(C)C)N(C)C | -4% | -7% | -2.0% | -1.7 | 61 | -2% | 1% | 1.6% | 55 | 1 | i | 11
CCn1c(CC(=O)Nc2ccc(C)cc2)nnc1SCC(=O)Nc1nc(C)cs1 | -4% | -1% | 0.4% | 1.0 | 67 | -3% | 11% | 1.6% | 2 | -3 | i | 1
CN1CCC(=O)N([C@H](CSc2ccccc2)Cc2ccccc2)CC1 | -7% | 0% | 0.5% | -0.2 | 62 | 5% | 6% | -0.4% | nt | nt | nt | nt
COc1ccc(C(=O)NCCS(=O)(=O)N2CCOCC2)cc1 | nt | 3% | 0.8%[50 µM] | -0.6 | 56 | nt | nt | -2.1% | nt | nt | nt | nt
Cc1cc(OCc2cc3c(cc2Cl)OCO3)c2c(C)cc(=O)oc2c1 | 2% | nt | 1.2% | 2.0 | 83 | 32% | 8% | -0.2% | -7 | -20 | i | 26
Cn1nc(C(=O)OCC(=O)Nc2ccc3ccccc3c2)c2ccccc2c1=O | -2% | -4% | 1.0% | 1.7 | 67 | 1% | 6% | 1.6% | 12 | -37 | i | -1
Cc1ccc(-c2nn(-c3ccc(F)cc3)cc2C(=O)N(C)CC(=O)Nc2ccc(N3CCOCC3)cc2)cc1 | nt | -7% | 0.5%[50 µM] | 3.0 | 43 | nt | nt | 0.6% | nt | nt | nt | nt
O=C(Nc1n[nH]c(=S)s1)c1ccco1 | -4% | -2% | -0.1% | -1.3 | 67 | 11% | -8% | 2.2% | nt | nt | nt | nt
CC(NC(=O)c1ccccc1SCC(=O)N1CCCC1)c1ccc(F)cc1 (stereo not given) | -10% | 1% | 1.1%[50 µM] | 0.6 | 56 | 18% | 9% | 1.9% | nt | nt | nt | nt

Quoted at random: two entries already listed
SMILES | LYP inhibition | NS5 inhibitors | UTI89 phage lysis | NTR1 agonist | NTR1 agonist cell count 20 µM | AID2073 | GPR35 arrestin U2OS | RSV CPE inhibition | WT yeast gro inh | WT yeast gro inh mutant strain | Autophagy HCS | Autophagy HCS cell loss 18 h | others
CCn1c(CC(=O)Nc2ccc(C)cc2)nnc1SCC(=O)Nc1nc(C)cs1 | -4% | -1% | 0.4% | 1.0 | 67 | -3% | 11% | 1.6% | 2 | -3 | i | 1
COc1ccc(C(=O)NCCS(=O)(=O)N2CCOCC2)cc1 | nt | 3% | 0.8%[50 µM] | -0.6 | 56 | nt | nt | -2.1% | nt | nt | nt | nt

Returning to the listing; the 4 compounds before the break are reprinted first.
SMILES | LYP inhibition | NS5 inhibitors | UTI89 phage lysis | NTR1 agonist | NTR1 agonist cell count 20 µM | AID2073 | GPR35 arrestin U2OS | RSV CPE inhibition | WT yeast gro inh | WT yeast gro inh mutant strain | Autophagy HCS | Autophagy HCS cell loss 18 h | others
Cn1nc(C(=O)OCC(=O)Nc2ccc3ccccc3c2)c2ccccc2c1=O | -2% | -4% | 1.0% | 1.7 | 67 | 1% | 6% | 1.6% | 12 | -37 | i | -1
Cc1ccc(-c2nn(-c3ccc(F)cc3)cc2C(=O)N(C)CC(=O)Nc2ccc(N3CCOCC3)cc2)cc1 | nt | -7% | 0.5%[50 µM] | 3.0 | 43 | nt | nt | 0.6% | nt | nt | nt | nt
O=C(Nc1n[nH]c(=S)s1)c1ccco1 | -4% | -2% | -0.1% | -1.3 | 67 | 11% | -8% | 2.2% | nt | nt | nt | nt
CC(NC(=O)c1ccccc1SCC(=O)N1CCCC1)c1ccc(F)cc1 (stereo not given) | -10% | 1% | 1.1%[50 µM] | 0.6 | 56 | 18% | 9% | 1.9% | nt | nt | nt | nt
Cc1cccc(CNS(=O)(=O)c2ccc(-c3cnc(C4CC4)o3)cc2)c1 | -6% | -9% | -0.2% | 2.5 | 56 | -6% | 4% | nt | nt | nt | nt | nt
CN1CCN(NC(=O)c2cc(-c3ccccn3)nc3ccccc23)CC1 | -6% | -5% | 0.3% | 1.3 | 45 | 7% | -7% | 0.8% | -12 | 3 | i | -1
COC(=O)c1c[nH]c(=O)c2ccccc12 | -9% | nt | 0.5% | -2.0 | 72 | 1% | 5% | 4.7% | -8 | 1 | i | -2
CC(C)CCN1CCN(CC(c2ccccc2)c2ccccc2)CC1CCO (stereo not given) | 5% | -5% | -2.0% | -0.2 | 103 | -4% | 3% | -1.6% | -7 | -7 | i | -2
N#CC1=C2Sc3ccccc3N2CCCC1=O | -6% | 2% | 3.8% | 1.4 | 51 | -3% | 18% | -1.3% | 0 | -31 | i | 9
CCOc1ncccc1C(=O)NCC1COc2ccccc2O1 (stereo not given) | -7% | -6% | -0.1% | 1.1 | 78 | 6% | -2% | -0.2% | -3 | 14 | i | -16
Cc1ccc(C2=NC3(CCCC3)N=C2SCC(=O)Nc2ccc3c(c2)OCCO3)cc1 | 1% | -2% | 5.3% | 1.9 | 73 | 5% | 10% | 17% | 41 | -4 | i | -6
Cc1ccc(S(=O)(=O)Nc2ccc3cn[nH]c3c2)cc1 | nt | -5% | -0.1% | -1.5 | 46 | nt | nt | 2.2% | nt | nt | nt | nt
CCC1(C(=O)OC)NC(c2cccc(F)c2)C2C(=O)N(C)C(=O)C21 (stereo not given) | nt | 1% | 0.3% | 0.9 | 98 | nt | nt | 1.6% | -8 | 6 | i | -2
CCOC(=O)c1c(-c2cccc([N+](=O)[O-])c2)csc1NC(=O)C1CCCCC1 | 1% | 5% | -0.2% | 0.1 | 51 | 3% | 13% | 11% | 11 | -10 | i | -5
Cc1ccc(OCC(=O)NCc2ccco2)cc1C | -5% | -1% | 0.1% | 2.8 | 46 | 0% | 3% | 1.0% | -10 | -18 | i | -1
O=C(O)c1cc(C(=O)O)cc(N2C(=O)CSC2=S)c1 | -4% | -4% | 0.4% | 0.9 | 57 | 3% | 20% | 1.6% | nt | nt | nt | nt
O=C(Nc1ccccc1F)NC1CCN(Cc2nnnn2Cc2ccc(F)cc2)CC1 | 0% | -7% | 0.1% | -2.2 | 106 | -3% | 8% | 1.0% | 5 | 7 | i | -1 | NS5 inhibitors pilot replicate=-8.7
CCC(CO)N=C1CC(C)(C)CC(=O)/C1=C(/O)CCCN1C(=O)c2ccccc2C1=O (stereo not given) | -3% | -4% | 0.2% | -0.2 | 69 | 5% | 16% | 4.9% | -1 | -15 | i | 27
O=C(c1ccccc1)N1CCN(C(=O)C23CC4CC(CC(C4)C2)C3)CC1 | -11% | -4% | 2.1% | 0.6 | 86 | 15% | 4% | 3.4% | -3 | -10 | i | -3
C=CCNC(=O)C1CC1(c1ccccc1)c1ccccc1 (stereo not given) | -13% | -5% | 1.3%[50 µM] | 2.3 | 60 | 42% | 4% | 1.0% | -1 | -5 | i | 10
Cc1cc(NC(=O)c2c(-c3ccccc3Cl)noc2C)no1 | -7% | -1% | 0.2% | -1.3 | 47 | -8% | -1% | 1.3% | -8 | 9 | i | 2
CN(CCCC(=O)O)c1ccc(N=Nc2ccc([N+](=O)[O-])cc2)cc1 | nt | 14% | -0.5% | -0.6 | 40 | nt | nt | -0.6% | nt | nt | nt | nt
CN1CCCC1CCNc1ccc2c(=O)c3ccccc3oc2c1 (stereo not given) | -60% | 3% | 0.3% | 6.1 | 76 | ? | 3% | -2.8% | nt | nt | nt | nt
O=C(COc1ccc(Cl)cc1)NCc1nnc(SCC(=O)N2CCCCC2)o1 | -8% | -3% | 1.3% | -2.1 | 51 | 26% | -3% | 2.1% | -16 | -8 | i | 2
Cc1cc2oc(C(=O)Nc3ccc(S(=O)(=O)Nc4nccs4)cc3)cc(=O)c2cc1Cl | -8% | -3% | 0.2% | 1.1 | 69 | 47% | -3% | 5.9% | 0 | -2 | i | -5
O=C(Cn1ncn2cccc2c1=O)N1CCCCC1 | -4% | 4% | 0.3% | -1.0 | 40 | 22% | 10% | -1.5% | -1 | -8 | i | -7
O=C(CCS(=O)(=O)c1ccc(Cl)cc1)NCCN1C(=O)S/C(=C\c2ccccc2F)C1=O | 2% | -1% | 1.4%[50 µM] | 2.6 | 70 | -12% | 4% | 2.4% | 4 | 3 | i | 12
COc1cc(/C=N/NC(=O)CSc2n[nH]c(=O)[nH]c2=O)cc(OC)c1O | -6% | 2% | 0.2% | -0.8 | 39 | 0% | -5% | -0.3% | -2 | -1 | i | 0
Cc1cnc(NC(=O)COc2ccc3c(c2)CCC3)s1 | -7% | 5% | 2.2%[50 µM] | 0.5 | 76 | 7% | -14% | -1.0% | nt | nt | nt | nt
CCCC(c1nnnn1C1CCCCC1)N1CCN(C2CCCC2)CC1 (stereo not given) | -8% | 1% | 0.4% | -1.1 | 40 | 1% | 8% | -0.2% | -25 | -2 | i | -9
Nc1cc(N)nc(SCC(=O)N2CCN(C(=O)c3ccco3)CC2)n1 | -9% | -2% | 1.4% | 0.4 | 42 | 1% | 8% | -0.1% | 0 | 13 | i | -13
O=c1cc(-c2ccccc2)c2cc(Cl)ccc2[nH]1 | -7% | -1% | 0.2% | -1.4 | 80 | 5% | 0% | 9.4% | nt | nt | nt | nt
CCNS(=O)(=O)c1cc(OC)ccc1OC | -6% | -3% | 0.2% | -1.6 | 87 | 1% | 15% | 1.2% | 2 | -1 | i | -7
CC1CCCN(c2nc3ccccc3nc2C(C#N)C(=O)OC2CCCCC2)C1 (stereo not given) | -4% | nt | nt | 7.9 | 92 | 6% | -19% | nt | 46 | 25 | i | -8
CC(=O)Nc1ccc(S(=O)(=O)NC2CC(=O)N(c3ccc4c(c3)OCCO4)C2)cc1 (stereo not given) | nt | -8% | 1.0%[50 µM] | -0.3 | 65 | nt | nt | 2.8% | nt | nt | nt | nt
CN(C(=O)c1ccccc1OCc1ccc(Cl)cc1)c1ccccc1 | 2% | -1% | -0.2% | 5.9 | 46 | -6% | -2% | 40% | nt | nt | nt | nt
Cc1ccccc1N(CC(=O)NC1CCCCC1)C(=O)CCCC(=O)Nc1ccccn1 | 1% | 5% | -0.1% | -0.5 | 38 | 4% | 31% | 1.9% | nt | nt | nt | nt
COC(=O)CCCC1=CC2=C(c3ccccc3)C(=O)C(C)(OC(=O)C3CCCC3)C(=O)C2=CN1c1ccccc1 (stereo not given) | -7% | 10% | 0.4% | -1.2 | 101 | 1% | 4% | -0.9% | nt | nt | nt | nt

Source: PubChem BioAssay
